Bioassay records (PubChem)
Tb PFK inh: qHTS Assay to Find Inhibitors of T. brucei phosphofructokinase; Potency, µM (titrated, usually from 57.5 µM), for inactives: at the highest dose activity, negative = inhibition, usual class: inhibitors; ATP-dependent 6-phosphofructokinase (Trypanosoma brucei brucei), O15648; T. brucei PFK, ADP-Glo luminescence; 330,000 tested, 0.17% active; AID 485367, 2010;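 also: potency is read from the fitted curve at half-maximal effect; 0% = uninhibited 1x PFK enzyme wells and -100% = no-enzyme wells; nearly all actives have a fitted effect of over 60% in size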
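PFK 1.25 nM, F6P 0.5 mM, ATP 0.1 mM, 0.1 M TEA pH 8.0, 5 mM MgCl2, 0.01% Tween20, 0.1% BSA; 45 min RT. ADP-Glo readout. qHTS titration up to 57 uM; curves fitted, compounds curve-classed.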
ELG1 DNA repair: qHTS screen for small molecules that inhibit ELG1-dependent DNA repair in human embryonic kidney (HEK293T) cells expressing luciferase-tagged ELG1 | HEK293T ELG1-luciferase reporter, luminescence, 16 h; DNA damage induced by 5-fluorouridine | Potency, µM (top dose mostly 46.1 µM), inactives show at the top dose activity change, negative = inhibition, usual class: inhibitors | 330,000 tested, 2.3% active | AID 504467, 2011; also: potency is read from the fitted curve at half-maximal effect; % is scaled to controls: 0 for no effect and ±100 for the full control effect; nearly all actives have a fitted effect of over 55% in size
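Luminescence from the luciferase reporter, measured 30 min after ONE-Glo reagent at room temperature, was the read-out. Beforehand, 2,000 cells per well were exposed for 16 hr at 37 °C to 5-fluorouridine together with compound or vehicle.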
Integrin act MD: qHTS for Activators of Integrin-Mediated Alleviation for Muscular Dystrophy. 350,000 tested, 0.064% active. Potency, µM (highest dose often 38.3 µM), without a hit: top-dose activation, most hits filed as activators. alpha7betagal myoblasts, beta-gal FDG fluorescence, 48 h. AID 624291, 2012;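 also: potency is read from the fitted curve at half-maximal effect; 100% = response of the positive control SU9516; nearly all actives have a fitted effect of over 60% in size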
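Alpha7betagal+/- myoblasts (passage 13) were plated 16-24 hr, then exposed to compounds (1:260 dilution of DMSO stock) for 48 hours at 37C. After MPER lysis, β-galactosidase reporter activity was read as FDG fluorescence (ex 480/em 540) after 30 minutes.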
Chronic BCR inh: qHTS Assay to Find Inhibitors of Chronic Active B-Cell Receptor Signaling; AID 493014, 2011; ABC-DLBCL IkBa-CBG/CBR reporter, luminescence ratio, 4 h; Potency, µM (highest dose often 46.1 µM), inactives show top-dose ratio change, negative = lower green/red ratio, actives largely listed as inhibitors; 340,000 tested, 0.05% active; active = well fitted inhibition curve with a large enough effect in the signal ratio, with a control signal flat, not every such curve was filed as active; inconclusive = small, poorly fitted or top-dose-only effect, or effect the other way, or a change in a side signal; the % refers to the signal ratio;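 also: potency is read from the fitted curve at half-maximal effect; plate controls were basal doxycycline-induced cells for no effect and cells given 10 µM MG132 for full effect; MG132 reads +100%, hits lower the ratio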
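Compounds up to 46 uM were incubated four hours with TMD8 cells whose green CBG68 luciferase is fused to IkappaBalpha; red CBR luminescence normalised the signal, and concentration-effect curves were fitted to fusion, red and ratio data.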
A-T KAP1 phos: qHTS Assay for Identifying a Potential Treatment of Ataxia-Telangiectasia. […] A-T fibroblasts, KAP-1 phosphorylation AlphaLISA; neocarzinostatin DNA damage 30 min before lysis. 320,000 tested, 0.19% active. Potency, µM (highest dose often 57.5 µM), inactives show at the highest dose activation, usual class: activators. AID 485349, 2010; also: potency is read from the fitted curve at half-maximal effect; % of control where 0% means no effect; nearly all actives have a fitted effect of over 45% in size
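hTERT-immortalized A-T patient fibroblasts ([…]), 500 cells/well in OPTI-MEM, 1% FBS, got compounds for 60 min, then NCS for 30 min at 37C. Lysates were then assayed for phospho-KAP-1 by AlphaLISA (anti-pKAP1 donor, anti-KAP1 acceptor beads), 6 hr at 25C.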
TCR act: Activators of T cell receptors: qHTS campaign. Potency, µM (top dose mostly 9.22 µM), inactives show top-dose activation of IL-2 secretion, hits mostly activators. 330,000 tested, under 10 active. primary human leukocytes, anti-CD3, IL-2 HTRF, 48 h; also: % of control where 0% means no effect
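TCR engagement came from a-CD3 beads alone, with compounds added to primary human leukocytes for 48 hr. Secreted IL-2 bridged europium cryptate- and d2-labelled anti-IL-2 antibodies, giving FRET emission at 665nm after 320nm excitation.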
TSHR antag: Antagonists of the Thyroid Stimulating Hormone Receptor: HTS campaign; Thyrotropin receptor (Homo sapiens), P16473; TSHR-expressing cells, TSH-stimulated cAMP HTRF, 2 h; hits give low values; activity change, negative = inhibition, % at 11.5 µM; 330,000 tested, 0.2% active;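 active = activity change below a set negative limit, meaning inhibition stronger than a set level, cut at about -70% in these data; inconclusive = activity change between two set negative limits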; also: % is scaled to controls: 0 for no effect and ±100 for the full control effect
Target sequence (P16473 whole entry, looked up): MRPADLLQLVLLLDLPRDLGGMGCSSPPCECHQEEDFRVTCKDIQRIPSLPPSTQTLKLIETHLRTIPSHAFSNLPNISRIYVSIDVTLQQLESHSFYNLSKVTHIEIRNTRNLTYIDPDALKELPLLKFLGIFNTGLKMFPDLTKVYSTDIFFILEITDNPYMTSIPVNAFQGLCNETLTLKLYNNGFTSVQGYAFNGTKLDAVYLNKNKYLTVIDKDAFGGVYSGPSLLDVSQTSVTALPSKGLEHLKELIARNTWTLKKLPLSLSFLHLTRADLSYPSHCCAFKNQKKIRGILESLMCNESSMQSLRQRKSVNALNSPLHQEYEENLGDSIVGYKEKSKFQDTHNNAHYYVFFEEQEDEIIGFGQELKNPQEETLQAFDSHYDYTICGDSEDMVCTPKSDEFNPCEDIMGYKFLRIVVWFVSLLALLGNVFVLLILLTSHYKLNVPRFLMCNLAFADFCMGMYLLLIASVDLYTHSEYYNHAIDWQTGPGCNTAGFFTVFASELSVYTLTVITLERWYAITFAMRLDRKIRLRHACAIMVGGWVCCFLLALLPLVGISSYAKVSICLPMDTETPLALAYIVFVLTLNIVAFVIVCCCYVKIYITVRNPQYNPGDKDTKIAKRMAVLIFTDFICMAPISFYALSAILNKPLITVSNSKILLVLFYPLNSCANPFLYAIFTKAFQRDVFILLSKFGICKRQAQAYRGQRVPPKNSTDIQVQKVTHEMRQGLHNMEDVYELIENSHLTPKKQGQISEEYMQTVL
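Competitive HTRF cAMP read-out (cryptate anti-cAMP antibody, cAMP-d2; 30 min, room temperature) in freshly harvested TSHR cells. Compounds added before TSH at EC80 (4nM final), followed by 2 hours' incubation at 37 deg C.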
ASM inhibitor: Inhibitors of Secretory Acid Sphingomyelinase (S-ASM): qHTS | Sphingomyelin phosphodiesterase (Homo sapiens), P17405 | placental ASM, HMU-PC fluorogenic substrate, 60 min | Potency, µM (doses to about 57.5 µM), without a hit: top-dose activity change, negative = inhibition, hits mostly inhibitors | 340,000 tested, 0.006% active | AID 504937, 2011; also: potency is read from the fitted curve at half-maximal effect
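Human placenta-derived ASM preincubated with compound 10 min at room temperature, then reacted with 9 uM (final) fluorogenic HMU-PC substrate for 60 min at 37 C. Stop solution raises pH to 10; fluorescence read at Ex 386/Em 447 nm.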
TSG101-PTAP inh: qHTS Assay for Iinhibitors of HIV-1 Budding by Blocking the Interaction of PTAP/TSG101 | Tumor susceptibility gene 101 protein (Homo sapiens), Q99816 | Fluorescence polarization, FITC-PTAP peptide / Tsg101 binding | Potency, µM (series often up to 115 µM), without a hit: at the top dose activity change, negative = inhibition, actives largely listed as inhibitors | 340,000 tested, under 10 active | AID 493005, 2010; active = well fitted inhibition curve with a large enough effect in the main read-out, with a control signal flat, not every such curve was filed as active; inconclusive = small, poorly fitted or top-dose-only effect, or effect the other way, or a change in a side signal; inactive = no such curve, though single readings can be large or run the other way; also: potency is read from the fitted curve at half-maximal effect; % of control where 0% means no effect
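Compounds were pin-transferred onto Tsg101 binding domain (10 uM final) in HEPES pH 7.5 buffer, then FITC-PTAP peptide was added at 50 nM final. After 20 min at RT, polarization reported peptide displacement across a qHTS concentration series.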
Mito fusion act: qHTS Assay for Small Molecule Inhibitors of Mitochondrial Division or Activators of Mitochondrial Fusion | S. cerevisiae fusion-defective mutant growth rescue, CellTiterGlo 48 h | Potency, µM (highest dose often 46.1 µM), without a hit: at the highest dose growth rescue (activation), usual class: activators | 320,000 tested, 0.23% active;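 also: potency is read from the fitted curve at half-maximal effect; % of control where 0% means no effect; nearly all actives have a fitted effect of over 45% in size; temperature-sensitive fusion mutants such as fzo1-1 at 37 °C on non-fermentable ethanol glycerol medium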
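Read-out: ATP-based luminescence (CellTiterGlo, 10 min ambient) reporting growth of fusion-defective ts yeast after 48 hours at 37C on glycerol/ethanol YPEG medium in the presence of compound.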
Eya2 inh: qHTS Assay for Inhibitors of the Phosphatase Activity of Eya2. recombinant Eya2, OMFP fluorescence dephosphorylation (OMFP is methylfluorescein phosphate). Potency, µM (doses to about 76.9 µM), inactives show at the top dose activity, negative = inhibition, actives largely listed as inhibitors. 330,000 tested, 0.006% active. Protein phosphatase EYA2 (Homo sapiens), O00167; also: potency is read from the fitted curve at half-maximal effect; % is scaled to controls: 0 for no effect and ±100 for the full control effect
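Eya2 (0.2 uM) preincubated 10 min at ambient with compound, then OMFP substrate added at 50 uM; 10 min reaction in 50 mM HEPES pH 7.5, 50 mM NaCl, 5 uM MgCl2, 0.05% BSA, 1 mM DTT. Fluorescence read at Ex 485/Em 525 nm.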
* hit, by the source's call; [ ] = remark or other dose. Unless noted, calls follow the shape of the dose curve; as a rule, active = well fitted curve in the direction sought with a large enough effect; inconclusive = small, poorly fitted or top-dose-only effect, or another doubt; inactive = no such curve, though single readings can be large; an effect the other way counts as inactive or inconclusive.

How did CN1c2ccccc2N(C)C1c1ccc2c(c1)OCO2 do in these assays?
Tb PFK inh: -3%; ELG1 DNA repair: -3%; Integrin act MD: -41%; Chronic BCR inh: 3%; A-T KAP1 phos: 3%; TCR act: 0%; TSHR antag: -3; ASM inhibitor: 2%; TSG101-PTAP inh: -1%; Mito fusion act: 4%; Eya2 inh: 7%

How did CC1CCc2c(sc(NC(=O)CCC(=O)O)c2C(=O)NC2CC2)C1 (configuration not stated) do in these assays?
Tb PFK inh: inconclusive; ELG1 DNA repair: -3%; Integrin act MD: -28%; Chronic BCR inh: 6%; A-T KAP1 phos: -1%; TCR act: -3%; TSHR antag: -4; ASM inhibitor: 4%; TSG101-PTAP inh: -4%; Mito fusion act: 11%; Eya2 inh: 9%

What do the screens show for `CCn1cc(CN2CCC(C(=O)Nc3ccc(Oc4ccccc4)nc3)CC2)cn1`?
Tb PFK inh: 1%; ELG1 DNA repair: -15%; Integrin act MD: -11%; Chronic BCR inh: 0%; A-T KAP1 phos: 2%; TCR act: 5%; TSHR antag: -5; ASM inhibitor: -1%; TSG101-PTAP inh: 0%; Mito fusion act: -2%; Eya2 inh: -14%

What do the screens show for `Cc1cccc(C)c1NC(=O)C(NC(=O)c1ccccn1)c1ccc([N+](=O)[O-])cc1` (configuration not stated)?
Tb PFK inh: -6%; ELG1 DNA repair: 2%; Integrin act MD: 5%; Chronic BCR inh: -1%; A-T KAP1 phos: 0%; TCR act: 8%; TSHR antag: 0; ASM inhibitor: -9%; TSG101-PTAP inh: -7%; Mito fusion act: -4%; Eya2 inh: 8%

Results for Cc1nc(C)c(Cc2ccccc2Cl)c(=O)[nH]1 ?
Tb PFK inh: 3%; ELG1 DNA repair: -4%; Integrin act MD: 10%; Chronic BCR inh: 3%; A-T KAP1 phos: 7%; TCR act: 1%[46.1 µM]; TSHR antag: 11; ASM inhibitor: 1%; TSG101-PTAP inh: -1%; Mito fusion act: 4%; Eya2 inh: 0%

Results for Clc1cc2cccnc2c2ncccc12 ?
Tb PFK inh: 25%; ELG1 DNA repair: inconclusive; Integrin act MD: -18%; Chronic BCR inh: -15%; A-T KAP1 phos: 2%; TCR act: -4%; TSHR antag: -27; ASM inhibitor: 1%; TSG101-PTAP inh: 2%; Mito fusion act: 9%; Eya2 inh: 3%

Results for Cc1cccc(C)c1N(CC(=O)N(C)Cc1ccccc1)S(C)(=O)=O ?
Tb PFK inh: 3%; ELG1 DNA repair: 26%; Integrin act MD: 6%; Chronic BCR inh: 0%; A-T KAP1 phos: -4%; TCR act: -4%; TSHR antag: 24; ASM inhibitor: 0%; TSG101-PTAP inh: -6%; Mito fusion act: 7%; Eya2 inh: -7%

What do the screens show for `COc1ccc(NC(=O)/C=C/c2ccco2)cn1`?
Tb PFK inh: -18%; ELG1 DNA repair: inconclusive; Integrin act MD: -30%; Chronic BCR inh: inconclusive; A-T KAP1 phos: -1%; TCR act: 3%; TSHR antag: 3; ASM inhibitor: 0%; TSG101-PTAP inh: -2%; Mito fusion act: 3%; Eya2 inh: -1%

Results for CC1CC(C)CN(C(=O)c2ccc3c(c2)N(Cc2ccccc2)CCS3)C1 (configuration not stated) ?
Tb PFK inh: 2%; ELG1 DNA repair: -18%; Integrin act MD: 16%; Chronic BCR inh: inconclusive; A-T KAP1 phos: 11%; TCR act: -9%; TSHR antag: 7; ASM inhibitor: 37%[activator]; TSG101-PTAP inh: -4%; Mito fusion act: inconclusive; Eya2 inh: -14%

Results for O=C(N/C(=C/c1ccco1)C(=O)N1CCc2ccccc21)c1ccco1 ?
Tb PFK inh: 0%; ELG1 DNA repair: 3%; Integrin act MD: -29%; Chronic BCR inh: -3%; A-T KAP1 phos: -21%; TCR act: 5%; TSHR antag: 0; ASM inhibitor: -4%; TSG101-PTAP inh: 2%; Mito fusion act: 0%; Eya2 inh: 7%

Results for Cc1cccc(CCNC(=O)c2oc3c(C)c(C)ccc3c2C)n1 ?
Tb PFK inh: -4%; ELG1 DNA repair: -15%; Integrin act MD: -12%; Chronic BCR inh: inconclusive; A-T KAP1 phos: 5%; TSHR antag: -3; ASM inhibitor: 0%; TSG101-PTAP inh: -1%; Mito fusion act: -4%; Eya2 inh: -11%

What do the screens show for `CCOC(=O)c1c(C)[nH]c(C)c1C(=O)COC(=O)c1cccs1`?
Tb PFK inh: 0%; ELG1 DNA repair: -2%; Integrin act MD: 12%; Chronic BCR inh: -5%; A-T KAP1 phos: -1%; TCR act: -3%[46.1 µM]; TSHR antag: 9; ASM inhibitor: -1%; TSG101-PTAP inh: 2%; Eya2 inh: -2%

What do the screens show for `COc1cc2c(cc1OC)C(C)N(CCN1C(=O)c3ccccc3C1=O)CC2` (configuration not stated)?
Tb PFK inh: 13%; ELG1 DNA repair: -2%; Integrin act MD: -2%; Chronic BCR inh: 0%; A-T KAP1 phos: -6%; TCR act: 2%; TSHR antag: 0; ASM inhibitor: 5%; TSG101-PTAP inh: 0%; Mito fusion act: -11%; Eya2 inh: -1%

How did CC(CN1CCN(c2ccccc2)CC1)c1ccccc1 (configuration not stated) do in these assays?
Tb PFK inh: 1%; ELG1 DNA repair: 3%; Integrin act MD: 1%; Chronic BCR inh: inconclusive; A-T KAP1 phos: 14%; TCR act: -1%; TSHR antag: 26; ASM inhibitor: 0%; TSG101-PTAP inh: -1%; Mito fusion act: 5%; Eya2 inh: -6%

How did C=C[C@@H]1c2c(F)cccc2N(S(=O)(=O)c2ccc(C)cc2)[C@H](c2ccc(OC(C)=O)cc2)C1(C#N)C#N do in these assays?
Tb PFK inh: -4%; ELG1 DNA repair: inconclusive; Integrin act MD: -25%; Chronic BCR inh: inconclusive; A-T KAP1 phos: 3%; TCR act: 1%; TSHR antag: -22; ASM inhibitor: 1%; TSG101-PTAP inh: -3%; Mito fusion act: inconclusive; Eya2 inh: 2%

What do the screens show for `COc1c(O)cc2c(c1O)C(=O)CC(c1ccccc1)O2` (configuration not stated)?
Tb PFK inh: -1%; ELG1 DNA repair: inconclusive; Chronic BCR inh: -2%; A-T KAP1 phos: 9%; TSHR antag: -6; Mito fusion act: 4%; Eya2 inh: -13%

What do the screens show for `CCOc1cc(CN2CCN(c3cccc(C(F)(F)F)c3)CC2)ccc1OC`?
Tb PFK inh: -3%; ELG1 DNA repair: 26µM*; Integrin act MD: -8%; Chronic BCR inh: inconclusive; TCR act: -50%; TSHR antag: -13; ASM inhibitor: -2%; TSG101-PTAP inh: -8%; Mito fusion act: -8%; Eya2 inh: 23%

Results for O=C(Nc1nncs1)C12CC3CC(CC(Cl)(C3)C1)C2 ?
Tb PFK inh: 7%; ELG1 DNA repair: 0%; Integrin act MD: 15%; Chronic BCR inh: 0%; A-T KAP1 phos: 7%; TCR act: -1%; TSHR antag: 0; ASM inhibitor: 1%; TSG101-PTAP inh: -1%; Mito fusion act: -12%; Eya2 inh: 5%
